AMA1 RON2 block: qHTS for Inhibitors of AMA1-RON; Towards Development of Antimalarial Drug Lead: Primary Screen | Plasmodium falciparum AMA1 (3D7) - RON2 peptide interaction | AlphaScreen AMA1-biotinylated RON2 peptide binding | Potency, µM (series often up to 58.2 µM), for the others: top-dose activity change, negative = inhibition, actives largely listed as inhibitors | hit rate 0.2% among 360,000 | AID 720542, 2013;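 note: potency is the fitted concentration of half-maximal effect; 0% = vehicle wells and -100% = peptide control; nearly all actives have a fitted effect of over 45% in size; some results filed as inactive show a strong effect at the top dose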
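AMA1 (3D7) with his tag at 25 nM final met compounds first, then biotinylated RON2 peptide at 25 nM; detection used donor plus acceptor beads, 10 µg/mL apiece, read by AlphaScreen after 30 min at room temperature.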
HCMV inh: qHTS Assay for inhibitors of the human cytomegalovirus (HCMV); activity change, negative = inhibition, % at 57.5 µM; hit rate 4.5% among 410,000; HFF cells, HCMV-luciferase reporter, 72 h; stronger effect = lower value; in the data active = activity change below about -60%; inconclusive = no clear call, values can overlap the other calls; inactive = above about -39%
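Two compound doses tested in HFFs infected with HCMV-luciferase, MOI 1 PFU/cell, 72 h at 37C. Lysate luminescence read with OneGlo; data normalized against buffer-only and 10uM Salinomycin inhibitor controls.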
AmpC no deterg: qHTS Inhibitors of AmpC Beta-Lactamase (assay without detergent); AmpC nitrocefin hydrolysis, absorbance 480 nm, 0.0001% Triton; Potency, µM (doses to about 57.1 µM), for inactives: at the highest dose activity change, negative = inhibition, hits mostly inhibitors; AID 485341, 2010; P00811; hit rate 0.52% among 330,000;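 note: potency is the fitted concentration of half-maximal effect; plate controls were no compound for no effect and no enzyme for full effect; nearly all actives have a fitted effect of over 20% in size; some results filed as inactive show a strong effect at the top dose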
Target sequence (P00811 whole entry, looked up): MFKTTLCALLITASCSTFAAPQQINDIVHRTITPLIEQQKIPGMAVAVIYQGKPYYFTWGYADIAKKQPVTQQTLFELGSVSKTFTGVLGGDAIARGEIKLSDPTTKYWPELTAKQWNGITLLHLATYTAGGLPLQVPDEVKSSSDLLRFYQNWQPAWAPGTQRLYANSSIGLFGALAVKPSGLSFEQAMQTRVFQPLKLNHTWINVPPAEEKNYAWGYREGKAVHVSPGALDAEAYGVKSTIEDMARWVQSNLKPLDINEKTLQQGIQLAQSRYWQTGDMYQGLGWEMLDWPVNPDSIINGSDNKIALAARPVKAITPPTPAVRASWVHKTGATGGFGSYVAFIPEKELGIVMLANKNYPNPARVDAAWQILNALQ
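AmpC (5.3 nM in the dispensed reagent) in 20 mM phosphate pH 7.0 with 0.01% (detergent screen) or 0.0001% Triton X-100 was preincubated with compounds for 15 min at room temperature. Nitrocefin was then added from an 800 uM solution, and hydrolysis was followed at 480 nm.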
AmpC inh detg: qHTS Inhibitors of AmpC Beta-Lactamase (assay with detergent) | AmpC hydrolysis of nitrocefin, absorbance 480 nm, 0.01% Triton | Potency, µM (highest dose often 114 µM), without a hit: at the top dose activity change, negative = inhibition, actives largely listed as inhibitors | AID 485294, 2010 | hit rate 0.041% among 370,000;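 note: potency is the fitted concentration of half-maximal effect; 0% = no-compound wells and -100% = no-enzyme wells; nearly all actives have a fitted effect of over 25% in size; some results filed as inactive show a strong effect at the top dose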
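AmpC (5.3 nM in the dispensed reagent) in 20 mM phosphate pH 7.0 with 0.01% (detergent screen) or 0.0001% Triton X-100 was preincubated with compounds for 15 min at room temperature. Nitrocefin was then added from an 800 uM solution, and hydrolysis was followed at 480 nm.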
Sm TGR block: qHTS Assay for the Inhibitors of Schistosoma Mansoni Peroxiredoxins; Potency, µM (titrated, usually from 114 µM), without a hit: top-dose activity change, negative = inhibition, actives largely listed as inhibitors; Schistosoma mansoni thioredoxin glutathione reductase (TGR), Q962Y6; AID 485364, 2010; hit rate 3% among 360,000; purified TGR, DTNB reduction, TNB absorbance 405 nm; note: potency is the fitted concentration of half-maximal effect; nearly all actives have a fitted effect of over 60% in size
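First, TGR (20 nM dispensed) and NADPH were mixed with compound. Second, a 15 min room-temperature incubation followed. Third, further NADPH and then DTNB were added to start the reaction. Finally, TNB absorbance was monitored kinetically.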
FBPA Giardia inh: qHTS Assay for Inhibitors of Fructose-1,6-bisphosphate Aldolase from Giardia Lamblia; AID 2451, 2010; purified Giardia FBPA; Potency, µM (doses to about 59.6 µM), without a hit: at the top dose activity, negative = inhibition, hits mostly inhibitors; hit rate 0.71% among 290,000; A8B2U2; note: potency is the fitted concentration of half-maximal effect; nearly all actives have a fitted effect of over 55% in size
Target sequence (A8B2U2 whole entry, looked up): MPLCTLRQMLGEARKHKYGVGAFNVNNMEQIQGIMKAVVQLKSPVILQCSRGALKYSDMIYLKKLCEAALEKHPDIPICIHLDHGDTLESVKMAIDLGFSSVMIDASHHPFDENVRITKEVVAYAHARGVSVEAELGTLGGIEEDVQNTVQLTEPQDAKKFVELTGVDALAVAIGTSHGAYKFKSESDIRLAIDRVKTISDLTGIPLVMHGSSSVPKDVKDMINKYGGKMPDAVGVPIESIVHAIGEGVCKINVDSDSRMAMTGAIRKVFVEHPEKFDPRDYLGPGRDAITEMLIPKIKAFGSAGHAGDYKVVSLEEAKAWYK
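40 nM FBPA preincubated 10 min at RT with compound (up to 57.5 uM final), then substrate plus GAPDH/TPI/NAD/arsenate coupling and diaphorase/resazurin added. Fluorescence read after 20 min at RT, 525/598 nm.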
Starred values were filed as active, the others as inactive; ? = inconclusive; / = not tested or not shown; [ ] = dose if it differs, or a comment. Unless noted, calls come from the whole dose curve; as a rule, active = well fitted curve in the direction sought with a large enough effect; inconclusive = small, poorly fitted or top-dose-only effect, or another doubt; inactive = no such curve, though single readings can be large; an effect the other way counts as inactive or inconclusive. Unless noted, % is set by controls: 0 for no effect and ±100 for the full control effect. No enrichment for hits (roughly 7.8% active in at least one column).

compound	AmpC inh detg	HCMV inh	AMA1 RON2 block	Sm TGR block	FBPA Giardia inh	AmpC no deterg
O=C1NCCOC(=O)[C@H](Cc2ccc(F)cc2)C/C=C\C[C@@H]1CC(=O)N(CCO)Cc1ccccc1	/	-37	-6%	/	/	257%[activator]
COc1ccc(N(C(C)C(=O)N2CCCC2)S(C)(=O)=O)cc1 (stereo unspecified)	?	-1	-8%	5%	-4%	-13%
O=C(NC1CC1)c1ccc(CS(=O)c2ccc(Br)cc2)o1 (stereo unspecified)	-6%	-7	-7%	-31%	19%	-8%
Oc1c(C(c2cccs2)N2CCN(c3ccc(F)cc3)CC2)sc2ncnn12 (stereo unspecified)	-10%	3	14%	-22%	-3%	-1%
CS(=O)(=O)Nc1ccc(C2=NN(C(=O)c3ccco3)C(c3cccc(F)c3)C2)cc1 (stereo unspecified)	-3%	?	11%	-20%	-20%	-23%
CSc1cccc(NC(=S)N(CCN(C)C)C(C)c2ccncc2)c1 (stereo unspecified)	6%	?	-7%	-2%	-2%	20%
COc1ccc(-c2c3c(=O)n(C)c(=O)n(C)c3cn2Cc2ccccn2)cc1	-15%	-12	55%[activator]	28µM*	-21%	7%
COC(=O)c1cnn(C(=O)c2cc(OC)ccc2Br)c1N	2%	6	-6%	3%	1%	1%
Cc1c(CCC(=O)O)c(=O)oc2c(C)c3occ(-c4ccc(Cl)cc4)c3cc12	-8%	?	-7%	-10%	-3%	148%[activator]
N#Cc1ccccc1OCC(=O)OCC(=O)NC1CC1	-9%	-5	-5%	-4%	/	-17%
CC(=O)c1ccc(S(=O)(=O)Nc2ccc(C(=O)NC3CC3)cc2)cc1	-3%	-18	-10%	-23%	/	-19%
O=Cc1c(Cl)nc2ccccn2c1=O	3%	77	0%	?	-17%	-23%
CN1CCN(CC(=O)N/N=C/c2ccc(F)c(F)c2)CC1	?	23	7%[11.6 µM]	5%	?	0%
CC(=O)c1sc(-c2ccccn2)nc1C	0%	/	/	6%	1%	-5%
COc1ccccc1-c1noc(Cn2cc(S(=O)(=O)N3CCCC3)ccc2=O)n1	-2%	1	-2%	1%	/	54%
COc1ccc(S(=O)(=O)NCc2cccnc2)cc1NC(=O)c1ccc(Cl)cc1	-8%	-22	3%	-5%	/	25%
Cc1cc(C)c(C(N)=O)c(Cl)n1	-1%	-17	-7%	5%	6%	-20%
COc1cc(C)ccc1OCCCCN1CC(C)OC(C)C1 (stereo unspecified)	-4%	2	?	3%	-20%	30%
CCN(CC)S(=O)(=O)c1ccc2c(c1)c(=O)c(C(=O)N1CCOCC1)cn2C	-13%	34	-7%	-2%	1%	-18%
O=C1CC(c2ccccc2Br)c2cc3c(cc2N1)CCC3 (stereo unspecified)	-2%	/	/	18%	5%	-21%
CCC(CC)C(=O)Nc1ccccc1-n1cccc1	3%	26	11%	-2%	0%	-5%
N#Cc1cn(-c2ccccc2)nc1-c1ccc2c(c1)OCCO2	-2%	67	18%	-3%	7%	-16%
CC(C)(C)NC(=O)C(OC(=O)c1cccs1)c1ccccc1 (stereo unspecified)	1%	-29	-8%	2%	4%	-10%
COCCN(C(=O)CNC(=O)c1ccco1)C(C(=O)NC1CCCC1)c1ccc(F)cc1 (stereo unspecified)	-15%	?	6%	-5%	8%	4%
OC(COCc1ccccc1)CN1CCCC1 (stereo unspecified)	?	12	0%	-3%	19%	-9%
O=C(Nc1cc(C(=O)N2CCCC2)ccc1N1CCCC1)c1ccccc1	-2%	25	-11%	0%	-2%	-29%
O=C(NC1CCCc2ccccc21)c1cccc(S(=O)(=O)N2CCN(c3ccccc3)CC2)c1 (stereo unspecified)	-4%	/	-8%	0%	-1%	-13%
COc1ccc(S(=O)(=O)NC(Cc2ccccc2)C(=O)O)cc1 (stereo unspecified)	-1%	-4	-4%	-2%	-13%	-17%
O=C(CNC(=O)c1ccccc1F)N/N=C/c1cc(Br)ccc1OCc1ccccc1	?	-23	-9%	2%	-18%	-30%
CN(Cc1nc2ccccc2c(=O)[nH]1)C(=O)C1CC(=O)N(c2cccc3ccccc23)C1 (stereo unspecified)	/	24	26%	/	/	23%
CCCCc1nn2c(=O)cc(COC(=O)CNC(=O)c3ccccc3C)nc2s1	-5%	-2	/	11%	/	/
Cc1onc(-c2ccccc2)c1C(=O)Nc1sc2c(c1C#N)CCC(C)C2 (stereo unspecified)	-9%	?	-3%	6%	3%	-23%
Cc1ccc2c(COC(=O)c3ccccc3OC(F)F)cc(=O)oc2c1	?	-39	8%	3%	-17%	-28%
Cc1ccc(S(C)(=O)=NC(=O)NC(=O)c2c(F)cccc2Cl)cc1 (stereo unspecified)	10%	0	-15%	8%	2%	-13%
NC1=NC(=O)CC(C(=O)NCCc2ccccc2)S1 (stereo unspecified)	?	27	-5%	-2%	3%	-5%
COc1ccc(Nc2nc(C(=O)NCc3ccco3)cs2)cc1	-11%	-7	9%	-11%	-14%	-44%
CN(c1ccccc1)S(=O)(=O)c1cccc(NC(=O)Nc2ccc(Cl)cc2C#N)c1	?	43	-20%	5%	-3%	-32%
CCN(CC)S(=O)(=O)c1ccc(C)c(NC(=O)CN2CCN(C)CC2)c1	1%	31	?	-2%	?	-6%
CC1CCCCN1c1nc(-c2ccc(C(C)(C)C)cc2)nc2ccccc12 (stereo unspecified)	8%	?	/	2%	/	/
CCN=c1sc(C(=O)NCCc2ccccc2)cc(=O)n1CC	?	/	-10%	20µM*	2%	-23%
Cc1ccc(-n2nnnc2SCC(=O)c2ccc3c(c2)NC(=O)CO3)c(C)c1	-1%	-19	-4%	?	-1%	-16%
Cn1c(/C=C/c2ccccc2)nc2ccccc2c1=O	1%	-21	-4%	-18%	10%	7%
COC(=O)c1ccc(NC(=O)c2cc[n+]([O-])cc2)cc1	?	29	0%	11%	4%	-11%
Cc1ccc(C2NC(=O)CCC2[N+](=O)[O-])cc1 (stereo unspecified)	6%	-40	10%	1%	0%	-12%
CCN(CC)CCCCN1c2ccccc2Sc2ccccc21	2%	1	-24%	-13%	-9%	39%
O=C(N=C1c2ccccc2CN1c1cccc(Cl)c1)c1cccnc1	?	-21	17%	-13%	-4%	-28%
O=C(OCc1cnc(Cl)s1)c1cccc(Cl)c1Cl	?	-19	50%[activator]	-1%	-5%	-28%
CC1CCC(Nc2nnnn2-c2ccccc2)CC1 (stereo unspecified)	?	?	1%	2%	1%	-3%
Cc1cc(NC(=O)CSCC(=O)NC(C)c2ccccc2)no1 (stereo unspecified)	/	13	0%	/	/	-11%
COc1cccc(C(=O)O/N=C(\N)c2ccc([N+](=O)[O-])cc2)c1OC	-14%	11	-2%	1%	1%	-23%
CC(C(=O)NCC1CCCCC1)N(C)Cc1ccc(Cl)cc1 (stereo unspecified)	0%	-39	-4%	-23%	-1%	86%[activator]
O=[N+]([O-])c1cc(Br)c(OCc2nnc(-c3ccccc3)o2)c(Br)c1	?	6	-6%	8%	3%	-23%[11.4 µM]
Cc1ccc(C)c(SCc2nc3sc(C(=O)O)c(C)c3c(=O)[nH]2)c1	-4%	-37	-17%	-8%	23%	-15%
O=[N+]([O-])c1cc(-c2nc(-c3ccccc3)no2)ccc1NCCc1ccccc1	14%	22	/	1%	/	/
COC(=O)CNC(=O)CSc1nnc(-c2ccc(OC)cc2)n1CC(C)C	?	-15	10%	2%	1%	9%
COc1ccc(C(=O)CN2C(=O)N(c3ccc(C(C)=O)cc3)S(=O)(=O)c3ccccc32)cc1	9%	18	/	-27%	/	/
CSc1ccc(CN2CCC(n3nccc3NC(=O)c3ccccc3C)CC2)cc1	?	-31	-19%	0%	3%	74%[activator]
O=S1(=O)N=C(N2CCN(c3ccc(F)cc3)CC2)c2ccccc21	?	-3	4%	4%	3%	-8%
O=C(NCc1cccnc1)c1cccc(Cl)c1	4%	-61*	-3%	5%	11%	-13%
Cc1c(Cl)cnc(NC(=O)COC(=O)c2ccncc2)c1Cl	?	-19	-13%[11.6 µM]	?	/	-30%

(next part)
compound	AmpC inh detg	HCMV inh	AMA1 RON2 block	Sm TGR block	FBPA Giardia inh	AmpC no deterg
O=C(COc1ccc(F)cc1F)N1CCCCCCC1	-10%	21	18%	-2%	-2%	-13%
CCCCN(Cc1cccs1)S(=O)(=O)c1csc(C(N)=O)c1	3%	-19	-4%	-10%	/	-26%
Cc1ccc(NC(=O)C(C)Oc2ccccc2)cc1S(=O)(=O)N1CCCCCC1 (stereo unspecified)	1%	-21	1%	-6%	/	-37%
CC1CN(C(=O)CSc2nnc(CNC(=O)c3ccc(S(=O)(=O)N(C)C)cc3)o2)CC(C)O1 (stereo unspecified)	0%	-2	-9%	-16%	10%	10%
COCCNC(=O)CN(C(=O)CCC(=O)Nc1ccccn1)c1ccc(C)cc1	?	48	15%	-26%	2%	6%
CC(=O)Nc1ccc(S(=O)(=O)N2CCSC2c2ccccc2Cl)cc1 (stereo unspecified)	-3%	?	0%	2%	-8%	-4%
Cc1ccccc1/C=N/NC(=O)Cn1nnc(N)n1	-14%	-9	22%	5%	1%	-5%
Cc1ccc(C(=O)c2ccc([N+](=O)[O-])cc2)cc1	-2%	-16	-17%	-4%	9%	-8%

One compound at a time, from the list above.
`Cc1ccc(C(=O)c2ccc([N+](=O)[O-])cc2)cc1` in the list: AmpC inh detg = -2%; HCMV inh = -16; AMA1 RON2 block = -17%; Sm TGR block = -4%; FBPA Giardia inh = 9%; AmpC no deterg = -8%
`Cc1ccccc1/C=N/NC(=O)Cn1nnc(N)n1` in the list: AmpC inh detg = -14%; HCMV inh = -9; AMA1 RON2 block = 22%; Sm TGR block = 5%; FBPA Giardia inh = 1%; AmpC no deterg = -5%
